High-throughput results from PubChem BioAssay.
HGIII-sPLA2 inh – human group III sPLA2 inhibitors, primary screen, biochemical, QFRET, BODIPY PC-A2 liposome substrate. inhibition, % at 12.2 µM. Group 3 secretory phospholipase A2 (Homo sapiens), Q9NZ20. QFRET BODIPY PC-A2 liposome hydrolysis, fluorescence. 0.56% of 370,000 active. AID 743126, 2013;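 active = inhibition above mean plus 3 SD of compounds lying within the high and low control bounds, cut at about 19% in these data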;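 note: 0% = median of test compound wells and 100% = no enzyme DMSO wells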
DAX1 inh-1 – DAX1 (NR0B1) inhibitors on StAR promoter, primary screen, cell-based, luminescence, SF-1 (NR5A1), full-length DAX-1 | AID 652010, 2013 | 1.1% of 370,000 active | HEK293T StAR-luciferase reporter, SF-1/DAX-1 repression relief | inhibition, % at 6.8 µM;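 active = inhibition above the mean over all tested compounds plus 3 SD, cut at about 3.6% in these data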;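 note: 0% = DAX-1 cells with DMSO and 100% = cells lacking DAX-1 with DMSO; higher inhibition means more luminescence from relief of DAX-1 repression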
proKLK7 act – proKLK7 zymogen activators, primary screen, biochemical, fluorescence intensity. purified proKLK7, EDANS-DABCYL substrate fluorescence; 100% is mature enzyme control, 0% vehicle. Kallikrein-7 (Homo sapiens), P49862. 0.9% of 370,000 active. activation, % at 7 µM;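 active = activation above the mean of all tested compounds plus 3 SD, computed per campaign excluding outliers beyond control limits, cut at about 13% in these data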
hgDAF12 agonist – H. glycines DAF-12 receptor agonists, primary screen, cell-based, luminescence, HEK293, GAL4 fusion, UAS-luciferase. AID 687014, 2013. 1.8% of 370,000 active. activation, % at 6.8 µM. HEK293 GAL4-hgDAF12 UAS-luciferase reporter, agonist luminescence; normalized to butyrate control;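 active = activation above a cutoff set at the mean of all screened compounds plus 3 SD, cut at about 10% in these data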;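 note: 0% = DMSO wells and 100% = sodium butyrate wells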
ssDAF-12 act – S. stercoralis DAF-12 nuclear receptor activators, primary screen, cell-based, luminescence, HEK293, GRIP1 co-expression, lit1-tk-luc. 1% of 370,000 active. HEK293 ssDAF-12/GRIP1 lit1-tk-luc reporter; % of 3 µM dafachronic acid response. activation, % at 6.8 µM. Nuclear hormone receptor DAF-12 (Strongyloides stercoralis);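 active = activation above the mean over all tested compounds plus 3 SD, cut at about 0.9% in these data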;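 note: 0% = DMSO-only wells and 100% = 3 µM delta7-dafachronic acid wells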
NPR1 activator – GC-A stimulated cGMP production enhancers – HEK293 GC-A cells, cGMP TR-FRET, EC30 ANP, primary screen; Atrial natriuretic peptide receptor 1 (Homo sapiens), P16066; 0% at EC30 ANP, 100% saturating ANP; activation, % at 10 µM; 0.14% of 370,000 active; AID 1671463, 2021; in the data active = activation above about 40%
GAA850 FXN act – FXN promoter activators, primary screen, cell-based, luciferase luminescence, HEK293 lucGAA850; HEK293 lucGAA850 FXN promoter luciferase reporter, 24 h; percent of 10 µM SAHA response; activation, % at 6 µM; 0.56% of 360,000 active; AID 540364, 2011;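 active = activation above the average of all compounds screened plus 3 SD, cutoff fixed separately per campaign, cut at about 7.5% in these data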;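 note: 0% = DMSO wells and 100% = 10 µM SAHA wells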
DAX1 inh-2 – DAX1 (NR0B1) inhibitors, primary screen, cell-based, HEK293, Gal4-DAX1, luciferase luminescence; Nuclear receptor subfamily 0 group B member 1 (Homo sapiens), P51843; HEK293 Gal4-DAX1 luciferase reporter; inhibition, % at 6.75 µM; 0.99% of 340,000 active; AID 504766, 2011;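 active = inhibition above the mean over all tested compounds plus 3 SD, cut at about 4.2% in these data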;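 note: 0% = DAX1-transfected cells with DMSO and 100% = empty-vector control cells with DMSO; inhibition shows as a rise in luminescence from relieved DAX1 repression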
SMARCA2 activ – SMARCA2 (BRM) function activators, primary screen, cell-based, luminescence, high throughput; activation, % at 9.1 µM; MG213 cells, MMTV-luciferase reporter, dexamethasone, overnight; 1% of 370,000 active; in the data active = activation above about 7.8%;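 note: 0% = vehicle wells and 100% = reference activator wells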
hcDAF12 agonist – H. contortus DAF-12 nuclear receptor activators, primary screen, cell-based, luminescence, HEK293, lit1-tk-luc reporter; HEK293 hcDAF-12 lit1-tk-luc reporter; 0% DMSO, 100% Δ7-dafachronic acid; activation, % at 6.8 µM; 1.4% of 370,000 active;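 active = activation above the mean of all tested compounds plus 3 SD, cut at about 5.5% in these data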;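 note: 100% = response to 3 µM Δ7-dafachronic acid high control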
NPR2 activator – human GC-B receptor activators, primary screen, HEK293 GC-B cells, cGMP TR-FRET, EC30 CNP; Atrial natriuretic peptide receptor 2 (Homo sapiens), P20594; 0% at EC30 CNP, 100% saturating CNP; activation, % at 10 µM; 0.11% of 370,000 active; AID 1920062, 2024;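 active = activation at 10 µM reaching about 35% in either raw or pattern-adjusted values, limit read from the data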
Target sequence (P20594 whole entry, looked up): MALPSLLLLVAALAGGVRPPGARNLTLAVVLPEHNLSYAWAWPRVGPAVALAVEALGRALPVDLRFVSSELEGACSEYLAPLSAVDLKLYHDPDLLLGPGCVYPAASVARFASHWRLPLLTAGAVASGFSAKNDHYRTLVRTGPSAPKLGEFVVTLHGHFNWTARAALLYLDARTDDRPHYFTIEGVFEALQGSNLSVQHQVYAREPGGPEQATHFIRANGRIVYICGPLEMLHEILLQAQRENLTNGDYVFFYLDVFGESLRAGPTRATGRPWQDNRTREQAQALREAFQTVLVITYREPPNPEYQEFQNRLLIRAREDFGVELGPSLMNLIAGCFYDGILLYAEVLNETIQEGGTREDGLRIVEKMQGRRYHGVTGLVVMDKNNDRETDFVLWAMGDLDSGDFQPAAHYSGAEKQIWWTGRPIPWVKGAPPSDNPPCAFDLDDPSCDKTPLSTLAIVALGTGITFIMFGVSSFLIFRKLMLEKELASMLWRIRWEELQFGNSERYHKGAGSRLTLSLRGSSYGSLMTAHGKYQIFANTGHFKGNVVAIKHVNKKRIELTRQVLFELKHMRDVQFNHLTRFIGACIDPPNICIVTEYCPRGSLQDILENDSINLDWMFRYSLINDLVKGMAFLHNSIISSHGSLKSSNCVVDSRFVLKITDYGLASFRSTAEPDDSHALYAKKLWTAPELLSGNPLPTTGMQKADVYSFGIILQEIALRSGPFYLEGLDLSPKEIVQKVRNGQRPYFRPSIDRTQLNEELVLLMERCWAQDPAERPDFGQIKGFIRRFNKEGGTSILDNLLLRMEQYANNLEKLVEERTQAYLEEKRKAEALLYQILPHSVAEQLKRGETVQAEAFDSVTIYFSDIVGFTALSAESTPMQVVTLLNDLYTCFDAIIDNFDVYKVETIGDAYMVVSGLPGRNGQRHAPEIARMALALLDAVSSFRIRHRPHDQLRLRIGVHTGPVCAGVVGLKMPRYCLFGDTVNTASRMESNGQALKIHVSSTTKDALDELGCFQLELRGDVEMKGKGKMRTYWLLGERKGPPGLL
The depositor's hits bear a star; nt = not tested or not shown.

Sample of the layout, 3 compounds:
SMILES	HGIII-sPLA2 inh	DAX1 inh-1	proKLK7 act	hgDAF12 agonist	ssDAF-12 act	NPR1 activator	GAA850 FXN act	DAX1 inh-2	SMARCA2 activ	hcDAF12 agonist	NPR2 activator
Cn1nc(C2CC2)cc1NC(=O)C1(C)CCN1C(=O)CC(c1ccccc1)c1ccccc1 (stereo unspecified)	-10	-0.8	-0.4	-3.9	-1.1	-6	-3.1	nt	-3	-1.3	0
CSc1nnnn1-c1ccc(Cl)cc1	1	-1.5	0.1	1.1	-1.6	4	-0.3	0.6	-2	0.9	6
CC1(CCc2ccccc2)NC(=O)N(Cc2nnc(-c3ccccc3Br)o2)C1=O (stereo unspecified)	-4	-0.4	0.3	-3.6	-1.3	-2	1.3	0.1	0	-2.0	-4

The listing, previewed entries included:
SMILES	HGIII-sPLA2 inh	DAX1 inh-1	proKLK7 act	hgDAF12 agonist	ssDAF-12 act	NPR1 activator	GAA850 FXN act	DAX1 inh-2	SMARCA2 activ	hcDAF12 agonist	NPR2 activator
Cn1nc(C2CC2)cc1NC(=O)C1(C)CCN1C(=O)CC(c1ccccc1)c1ccccc1 (stereo unspecified)	-10	-0.8	-0.4	-3.9	-1.1	-6	-3.1	nt	-3	-1.3	0
CSc1nnnn1-c1ccc(Cl)cc1	1	-1.5	0.1	1.1	-1.6	4	-0.3	0.6	-2	0.9	6
CC1(CCc2ccccc2)NC(=O)N(Cc2nnc(-c3ccccc3Br)o2)C1=O (stereo unspecified)	-4	-0.4	0.3	-3.6	-1.3	-2	1.3	0.1	0	-2.0	-4
COC(=O)c1ccc(C)c(NS(=O)(=O)c2ccc(OC)cc2)c1	-6	0.2	0.4	1.0	-0.6	-5	4.3	-0.5	-1	1.2	0
CCN1C(=O)C(=O)N(CC(=O)N2CCC(C)Sc3ccccc32)C1=O (stereo unspecified)	4	0.9	0.8	1.6	-1.8	0	1.0	0.4	4	-0.7	6
CC(=O)Nc1ccc2c(c1)CCc1ccccc1-2	7	0.2	0.7	3.5	-0.5	-4	2.8	1.4	1	-0.5	-9
COc1ccccc1NS(=O)(=O)c1cccc(C(=O)N2CCN(C(=O)c3ccco3)CC2)c1	0	0.2	-0.1	0.7	-1.5	0	1.1	-0.1	-2	-0.8	1
COCC(C)NCc1ccc(OC)c(Br)c1 (stereo unspecified)	3	0.1	0.2	0.7	-1.3	-1	2.1	-0.3	0	-1.1	-9
CCc1nnc(NC(=O)c2c(C)nn(-c3ccccc3)c2Cl)s1	1	0.0	-0.3	2.6	-0.5	0	2.0	-0.3	-2	-1.2	-2
CC(C)C(NC(=O)OCc1ccccc1)C(=O)OCC(=O)NC1CC1 (stereo unspecified)	0	0.5	0.3	2.5	-1.7	-5	2.5	-0.3	0	-0.3	3
O=C(NCc1ccc(OC(F)(F)F)cc1)C1CCC(=O)N(C2CC2)C1 (stereo unspecified)	8	-2.2	-0.6	-0.9	-0.9	-1	0.2	-0.8	-3	-1.9	1
CCOc1ccccc1C1c2cc3c(cc2OC(C)(N2CCCC2)C1C)OCO3 (stereo unspecified)	-2	0.3	0.2	7.7	-0.9	-41	0.0	0.0	-2	0.1	-26

3 compounds already listed, sorted by the number in SMARCA2 activ, high to low.
Molecule | HGIII-sPLA2 inh | DAX1 inh-1 | proKLK7 act | ssDAF-12 act | NPR1 activator | GAA850 FXN act | DAX1 inh-2 | SMARCA2 activ | hcDAF12 agonist | NPR2 activator
COCC(C)NCc1ccc(OC)c(Br)c1 (stereo unspecified) | 3 | 0.1 | 0.2 | -1.3 | -1 | 2.1 | -0.3 | 0 | -1.1 | -9
CCc1nnc(NC(=O)c2c(C)nn(-c3ccccc3)c2Cl)s1 | 1 | 0.0 | -0.3 | -0.5 | 0 | 2.0 | -0.3 | -2 | -1.2 | -2
Cn1nc(C2CC2)cc1NC(=O)C1(C)CCN1C(=O)CC(c1ccccc1)c1ccccc1 (stereo unspecified) | -10 | -0.8 | -0.4 | -1.1 | -6 | -3.1 | nt | -3 | -1.3 | 0

Next section.
SMILES	HGIII-sPLA2 inh	DAX1 inh-1	proKLK7 act	hgDAF12 agonist	ssDAF-12 act	NPR1 activator	GAA850 FXN act	DAX1 inh-2	SMARCA2 activ	hcDAF12 agonist	NPR2 activator
Nc1nc(NC(=O)c2ccccc2)nn1-c1ccccc1	6	0.7	-0.1	5.8	-0.7	1	3.7	1.9	4	0.2	-1
CNC(=S)Nc1ccc(OC(F)(F)F)cc1	8	0.8	0.4	0.8	-1.3	3	1.2	-0.3	3	1.9	0
CC1Cc2ccccc2N1CC(=O)NC(=O)NC(C)(C)C (stereo unspecified)	5	-0.1	0.3	0.6	-1.1	-1	2.3	0.7	-3	-1.1	8
CC(=O)N1CCC2(CC1)C(C#N)=C(N)Oc1n[nH]c(C)c12	6	0.0	-0.2	-0.3	-1.1	4	-0.5	0.4	-2	-1.1	2
O=C1CCc2cc(S(=O)(=O)N3CCC(C(=O)NCCC4=CCCCC4)CC3)ccc2N1	15	0.5	0.5	0.6	-1.0	-1	-1.3	6.2*	-2	0.8	-8
O=c1c2ccccc2on1-c1ccccc1	9	0.9	-0.4	4.4	-1.0	4	1.4	2.8	1	1.1	1
COc1ccc(C(C(=O)NC(C)(C)C)N(C(=O)CCC(=O)Nc2cc(C)on2)c2ccc3c(c2)OCCO3)cc1 (stereo unspecified)	-4	-0.2	0.3	-1.8	-0.9	-1	-1.4	0.6	1	-1.7	0
O=S(=O)(c1cccc(Cl)c1Cl)N1CCN(C(=S)NCCCN2CCOCC2)CC1	1	-0.8	-0.8	-3.7	-1.7	1	-0.6	0.5	-4	0.4	2
O=S(=O)(NCc1ccc(Cl)c(Cl)c1)c1cc(Cl)ccc1N1CC[C@@H](O)C1	-18	0.1	-0.6	-0.9	-1.6	-16	nt	nt	-4	-1.5	-8
O=C1c2ccncc2C(=O)N1CNc1ccc(Cl)cc1	-1	0.3	-0.2	-0.1	-0.7	0	1.0	0.1	1	0.3	8
CCC(=O)N1CCN(c2ccc(NC(=S)NC(=O)C(C)C)cc2)CC1	4	-0.3	-0.5	-3.6	-1.5	4	-0.2	3.4	-3	-1.2	1
CCn1c(SCC(=O)N(C)CCC#N)nc2cc(S(=O)(=O)N3CCOCC3)ccc21	8	-1.0	-0.3	2.0	-1.2	-1	-0.1	-0.2	-2	-1.7	1
O=C(c1ccc(F)cc1)N1CCC(N2CCOCC2)CC1	5	0.3	0.1	-0.5	-0.8	3	0.9	-0.4	-2	0.6	10
CCCNC(=O)c1cc2ccccc2c(=O)o1	10	0.2	-0.4	-3.9	-0.9	3	1.3	1.2	-1	-2.5	2
NS(=O)(=O)c1ccc(CNC(=O)CNC(=O)c2ccc(Br)o2)cc1	12	-0.4	-0.2	-1.6	-0.2	2	-0.6	-0.2	-3	1.8	3
CCCn1cccc(C(=O)Nc2ccc(OC)cc2)c1=O	-4	-0.3	0.3	-1.4	-0.9	1	3.1	-0.7	1	-0.2	-2
O=C(Cc1ccc([N+](=O)[O-])cc1)Nc1ccc(Cl)cc1	-8	-1.1	-0.5	0.2	-1.9	0	0.7	-0.7	-5	-2.0	1
CCCCc1ncc(CN2CCN(Cc3ccc(C)cc3)C(CCO)C2)[nH]1 (stereo unspecified)	1	0.0	-0.4	-4.1	-1.2	-4	1.1	0.8	6	-1.4	4
N#Cc1c(N)c(C(=O)c2ccccc2)n2ccccc12	1	-0.8	-0.6	0.0	-0.9	-15	1.3	0.9	7	-1.5	-14
Cc1ccc(NC(=O)NC(=O)CN2CCCC2c2ccc3c(c2)OCCO3)cc1C (stereo unspecified)	-7	1.4	-0.9	-0.1	-1.4	0	-0.2	2.7	-1	-0.8	0
CN(C(=O)CSc1nnc(-c2n[nH]c3ccccc23)o1)c1ccccc1	-26	-0.8	-0.2	0.8	-2.4	-2	3.5	-0.5	1	-5.0	-2
CC(C)NS(=O)(=O)c1ccc(NC(=S)NC(=O)c2cccc([N+](=O)[O-])c2)cc1	12	-0.8	0.4	-2.7	-1.4	0	-1.9	0.0	-1	-1.2	-4
COc1cc(C(=O)NCCC(=O)NCCCN2CCCCC2)cc(OC)c1OC	3	-0.3	-0.5	-0.9	-2.1	4	-2.1	0.3	0	0.0	0
COc1ccc(NC(=O)N2CCc3ccccc32)cc1	-3	5.1*	0.7	16*	1.0*	2	3.2	-1.0	1	9.1*	-1
COCc1nc2ccccc2n1CCOc1ccccc1OC	-3	-0.7	0.1	1.2	0.0	-2	0.3	0.4	-1	-0.9	1
COC(=O)c1nn(-c2ccc(OC)cc2)ccc1=O	1	-0.1	5.1	-1.7	-1.3	0	-0.6	-0.1	-1	-0.5	4
Cc1ccc(Cn2c(=O)n(Cc3ccc(C(=O)NCC4COC4)cc3)c(=O)c3ccccc32)cc1	-4	-1.5	0.5	-1.7	-1.2	-5	nt	nt	-4	-2.7	19
CN(c1ccccc1C(=O)O)S(=O)(=O)c1ccc2c3c(cccc13)C(=O)N2	6	0.6	-0.3	2.5	0.0	2	0.1	0.3	-1	2.8	-8
CCCc1nn(C(=O)c2ccccc2)c2c1C(=O)CC(C)(C)C2	0	0.5	0.0	1.7	-1.4	-1	1.9	-0.1	1	-0.5	2
O=C(NCCCN1CCC(Cc2ccccc2)CC1)C1CCN(S(=O)(=O)N2CCOCC2)CC1	-2	0.0	0.7	-1.7	-0.8	3	0.4	-0.6	0	-2.3	1
Cc1ccc(N(CC(=O)NC2CCCC2)C(=O)CCC(=O)Nc2nccs2)c(C)c1	-5	0.2	0.3	1.6	-1.8	-1	-0.7	0.1	4	-0.6	-2
CSc1ccccc1CNC(=O)C1(C)CCCN1CC(C)C (stereo unspecified)	5	-0.4	0.9	0.8	-1.4	-5	-0.6	nt	-1	-1.1	1
CCOc1ccccc1NC1=CC(=O)CC(c2ccccc2)C1 (stereo unspecified)	3	-0.2	-2.2	-0.6	-1.5	-2	-2.0	1.5	-2	-2.4	-13
Cc1cccnc1NC(=O)c1ccco1	0	1.0	0.3	1.1	-1.0	2	0.2	0.3	-1	0.0	1
CCOC(=O)Cc1nnc(-c2ccccc2)o1	-42	0.7	-0.7	0.4	-1.9	6	-0.2	0.3	0	-3.0	-5
CN1CCN(CC#CC(C)(O)C2CC3C=CC2C3)CC1 (stereo unspecified)	6	0.8	0.5	0.6	-0.8	7	-0.9	-0.3	1	-0.2	6
CCOC(=O)c1nn(-c2ccccc2C)c2nc(Nc3ccccc3)cc(=O)n12	-8	-0.4	-0.7	-0.4	-1.4	-2	1.1	-1.9	-2	0.0	0
